N370S GC = N370S glucocerebrosidase modulation, Gaucher chaperone candidate; P04062; Potency, µM (top dose mostly 59.4 µM), for the others: at the top dose activity change, negative = inhibition, actives largely listed as inhibitors; N370S GC spleen homogenate, 4MU-glucoside fluorescence; 0.092% of 330,000 active;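 also: 0% = full enzyme activity and -100% = no enzyme basal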
TDP1 inh = blocks human tyrosyl-DNA phosphodiesterase 1 | recombinant TDP1, AlphaScreen DNA substrate cleavage | Potency, µM (series often up to 130 µM), for inactives: at the highest dose activity change, negative = inhibition, actives largely listed as inhibitors | 0.28% of 350,000 active; also: nearly all actives have a fitted effect of over 40% in size
Target sequence (Q9NUW8 whole entry, looked up): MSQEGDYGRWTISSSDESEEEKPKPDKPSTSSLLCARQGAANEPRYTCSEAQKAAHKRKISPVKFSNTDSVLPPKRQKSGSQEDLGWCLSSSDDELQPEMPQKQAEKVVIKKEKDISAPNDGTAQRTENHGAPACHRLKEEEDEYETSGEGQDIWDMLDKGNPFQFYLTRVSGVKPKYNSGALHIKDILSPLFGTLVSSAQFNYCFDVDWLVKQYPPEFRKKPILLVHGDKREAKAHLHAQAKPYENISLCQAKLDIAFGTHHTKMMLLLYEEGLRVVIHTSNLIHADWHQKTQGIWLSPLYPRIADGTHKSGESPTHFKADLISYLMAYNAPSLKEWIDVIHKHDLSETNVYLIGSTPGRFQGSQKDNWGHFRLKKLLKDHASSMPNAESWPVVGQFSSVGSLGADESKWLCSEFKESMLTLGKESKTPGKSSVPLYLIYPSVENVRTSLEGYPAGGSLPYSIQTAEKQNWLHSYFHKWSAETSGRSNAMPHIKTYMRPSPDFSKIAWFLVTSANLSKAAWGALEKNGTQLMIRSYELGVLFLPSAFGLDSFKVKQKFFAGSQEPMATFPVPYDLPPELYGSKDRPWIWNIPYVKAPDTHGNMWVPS
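E. coli-derived human Tdp1, 1 nM final. Cpd preinc 15 min RT; substrate 15 nM final, 5 min RT; AS bead mix 10 ug/ml final, 10 min RT. Signal loss = tyrosine-FITC cleavage. No-enzyme wells = max signal.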
FEN1 inhibitor = human FEN1 inhibition; P39748; Recombinant FEN1 flap cleavage, fluorescence, 15 min; Potency, µM (highest dose often 114 µM), for the others: at the top dose activity change, negative = inhibition, most hits filed as inhibitors; 0.35% of 390,000 active; AID 588795; also: nearly all actives have a fitted effect of over 65% in size
Target sequence (P39748 whole entry, looked up): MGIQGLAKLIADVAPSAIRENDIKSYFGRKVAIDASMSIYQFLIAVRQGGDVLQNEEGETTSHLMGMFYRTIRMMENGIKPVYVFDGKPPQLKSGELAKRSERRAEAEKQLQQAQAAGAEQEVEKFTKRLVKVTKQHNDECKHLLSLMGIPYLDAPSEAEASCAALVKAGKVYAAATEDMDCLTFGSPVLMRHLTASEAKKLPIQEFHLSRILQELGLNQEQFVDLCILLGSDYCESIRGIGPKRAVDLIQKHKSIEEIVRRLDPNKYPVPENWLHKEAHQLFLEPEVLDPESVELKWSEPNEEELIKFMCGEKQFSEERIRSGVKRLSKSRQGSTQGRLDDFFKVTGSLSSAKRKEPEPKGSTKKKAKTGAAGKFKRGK
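Nuclease activity of 10 nM FEN1 was measured after 15 min of room-temperature exposure to titrated compounds, by adding 50 nM flap substrate and reading plates at 0 and 15 min.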
* = called active by the depositor; ? = inconclusive; nt = no result given; & = joins results of further samples; [ ] = dose if it differs, or a comment. Calls follow the shape of the dose curve; as a rule, active = well fitted curve in the direction sought with a large enough effect; inconclusive = small, poorly fitted or top-dose-only effect, or another doubt; inactive = no such curve, though single readings can be large; an effect the other way counts as inactive or inconclusive. Unless noted, % is scaled to controls: 0 for no effect and ±100 for the full control effect; potency is read from the fitted curve at half-maximal effect.

SMILES | N370S GC | TDP1 inh | FEN1 inhibitor
O=C1CCCc2c1cc(C(=O)NCCCN1CCOCC1)c(=O)n2-c1ccc(Cl)cc1 | -8% | 3% | -4%
COc1ccc(OCC(=O)NNC(=O)c2cccc(C)c2)cc1 | -3% | 2% | 0%
O=C(COC(=O)c1ccc(Cl)c(Cl)c1)Nc1cccnc1Cl | 2% | 1% | 4%
CCNc1nc(NCC)nc(N/N=C/c2cc(OC)c(OC)c(OC)c2)n1 | -5% | nt | -22%
CCCCSCCCNC(=O)c1cn(CC)c2ccc(S(=O)(=O)N3CCOCC3)cc2c1=O | -9% | 6%&5% | -20%&-24%
Cc1cccc(OC(=O)c2ccc3nccnc3c2)c1 | 15% | -7% | 1%
CN(CCCNC(=O)CSc1cc(=O)n(C)c2ccc(Cl)cc12)Cc1ccccc1 | -3% | 1% | -16%
COc1cc(/C=N/NC(=O)c2cccc(NC(=O)c3ccccc3Cl)c2)ccc1O | -3% | 6% | ?
COCCNC(=O)c1ccc(C2SCC(=O)N2CCc2ccccc2)cc1 (configuration not stated) | -4% | nt | -3%
COc1cc(NC(=O)c2ccc(NS(=O)(=O)c3c(C)noc3C)cc2)cc(OC)c1 | -2% | -4% | -10%
CCOC(=O)N1CCN(C(=O)c2ccccc2N(Cc2ccccc2)S(=O)(=O)c2ccccc2)CC1 | 9% | nt | -6%
Cc1ccc(S(=O)(=O)Nc2ccc3c(c2)C(=O)NC3=O)cc1[N+](=O)[O-] | 1% | 5% | 0%
CN1/C(=C/c2cc[n+](C)c3ccccc23)C=Cc2ccccc21 | 2% | 10% | 45µM*
Cc1ccc(CNC(=O)c2cccn2-c2nnc(N3CCCCC3)s2)cc1 | nt | 8% | -2%
Cc1ccccc1-n1ncc(C(C)NS(=O)(=O)c2ccccc2Cl)c1C (configuration not stated) | -1% | 5% | 11%
CC(C)CN(C(=O)C1CCCCC1)C1CCS(=O)(=O)C1 (configuration not stated) | 2% | nt | 5%
NS(=O)(=O)c1ccc(NC(=O)COC(=O)CSc2n[nH]c(-c3ccccc3)n2)cc1 | -5% | 1% | -16%
O=C(C1CC12CCCC2)N1CCC(CO)(Cc2ccccc2Cl)CC1 (configuration not stated) | 9% | 7% | 18%
O=C(c1cccs1)N1N=C(c2ccc(O)cc2)CC1c1ccccc1 (configuration not stated) | ? | 0% | 3%
O=C(c1cccs1)N1CCCc2cc(NS(=O)(=O)c3ccc(Cl)cc3)ccc21 | nt | -1% | -18%
CCOC(=O)C1CCN(C(=O)c2ccc(NS(=O)(=O)c3ccc(F)cc3C)cc2)CC1 | 12% | -2% | 3%
CC(=O)Nc1ccc(NC(=O)Nc2cc(C)cc(C)c2)cc1 | 5% | nt | 8%
O=C(CSc1nnc(Cn2c(=O)sc3ccccc32)n1-c1ccccc1)Nc1nccs1 | 4% | 0% | -17%
CC(C)Nc1nnc(SCC(=O)Nc2ccc(F)cc2)s1 | 0% | 6% | -10%
CCSc1nc2ccccc2c(=O)n1-c1c(C)n(C)n(-c2ccccc2)c1=O | -1% | -3% | 0%
COc1ccc(NC(=O)C(C)N(c2ccc(C)cc2)S(C)(=O)=O)c(OC)c1 (configuration not stated) | -10% | -6% | -5%
Cc1ccn2c(C(=O)N/N=C\c3ccc4c(c3)OCO4)c(C)nc2c1 | 11% | 0% | 0%
CCc1cccc(CC)c1NC(=O)c1c(C)oc2ccc(O)c(CN3CCCC3)c12 | nt | -1% | 8%
CCOC(=O)C(C)N1C(=O)S/C(=C\c2ccc(-c3ccccc3C(=O)O)o2)C1=O (configuration not stated) | -8% | nt | 32µM*
Cc1cc(NC(=O)CSC2=Nc3ccccc3C3=NC(Cc4ccccc4)C(=O)N23)n[nH]1 (configuration not stated) | 4% | 7% | 15%
COc1ccccc1CC(=O)Nc1ccc(NC(=O)c2cccs2)cc1 | -13% | 3% | 8%
CC(C)=CCC/C(C)=C/CO/N=C1/C[C@@H](O)[C@@H](O)[C@@H]2[C@@H]3C(=O)N(C[C@@H]4CCCO4)C(=O)[C@H]3CC[C@@H]12 | 8%[12.8 µM] | 1%[21 µM] | nt
O=C(Nc1ccc(S(=O)(=O)NCCc2ccccc2)cc1)c1ccc(Br)o1 | -8% | 9% | -14%
Cc1ccc(NC(=O)c2ccc(Cl)cc2Cl)cc1O | 12% | nt | 0%
CCOc1cccc(/C=N/N2C(=O)CSC2=S)c1O | ? | 8% | 2%
COc1ccccc1C1=Nn2c(COc3ccccc3)nnc2SC1 | 4% | 3% | nt
O=C(Nc1ccccc1)c1ccc(=O)n(Cc2cccc(Cl)c2)c1 | 8% | -5% | -6%
COc1ccc(N2CCN(S(=O)(=O)CCNC(=O)c3ccco3)CC2)cc1 | -5% | nt | -3%
O=C1c2ccc3c4c(ccc(c24)C(=O)N1c1cccc(O)c1)CC3 | 8% | -1% | 2%
Cc1cc(C)n(CC(=O)NNC(=O)c2ccc(NC(=O)CC#N)cc2)n1 | nt | -11% | 2%
CCOC(=O)c1cc(-c2ccccc2)n(CCC(=O)NCCc2cccc(C)c2)c1C | nt | 1% | -21%
N#CC1=C2SCN(Cc3ccccc3)CN2C(=O)CC1c1ccc2c(c1)OCO2 (configuration not stated) | -3% | -2% | 8%
CC(C)(C)c1[nH]nc2c1C(c1ccoc1)C(C#N)=C(N)O2 (configuration not stated) | 1% | -9% | 11%
Cc1cc(NC(=O)CSc2nnc(-c3cccnc3)n2N)no1 | 1% | -2% | 0%
CC1CC=CC2C1C(=O)N(Cc1ccccc1)C2c1ccc(-c2ccoc2)cc1F (configuration not stated) | -1% | 3% | 2%
O=[N+]([O-])c1ccccc1-c1cc(-c2cc(Cl)ccc2O)n[nH]1 | 0% | 7% | -16%
NC(=O)NC(=O)COC(=O)c1cccc(S(=O)(=O)N2CCCCCC2)c1 | 0% | 4% | -2%
O=C(c1cccnc1)N1CCN(Cc2cccc(F)c2)CC1 | 20% | -12% | -3%

3 structures from above, sorted by SMILES length, highest first.
SMILES | N370S GC | TDP1 inh | FEN1 inhibitor
CCOC(=O)c1cc(-c2ccccc2)n(CCC(=O)NCCc2cccc(C)c2)c1C | nt | 1% | -21%
CC1CC=CC2C1C(=O)N(Cc1ccccc1)C2c1ccc(-c2ccoc2)cc1F (configuration not stated) | -1% | 3% | 2%
O=C1c2ccc3c4c(ccc(c24)C(=O)N1c1cccc(O)c1)CC3 | 8% | -1% | 2%

Continued.
SMILES | N370S GC | TDP1 inh | FEN1 inhibitor
Cc1ccccc1CS(=O)(=O)Cc1ccc(C(=O)NCC2CCCO2)o1 (configuration not stated) | -24% | -2% | 5%
CCc1ccccc1NCC(=O)Nc1ccc(Cl)c(C(F)(F)F)c1 | -3% | 0% | -19%
C=Cc1c(C)/c2[n-]/c1=C\c1[n-]c(c(CC)c1C)/C=c1\[n-]c3c(c1C)C(=O)C(C(=O)[O-])C=3c1[n-]c(c(C)c1CCC(=O)[O-])\C=2.[Cu].[Na+].[Na+] (configuration not stated) | -25% | ? | nt
Cc1ccc2cc(C#N)c(SCC(=O)N3CCCc4ccccc43)nc2c1 | 1% | 0% | -4%
COc1ccc(OC)c(S(=O)(=O)N2CCC(C(=O)N3CCOCC3)CC2)c1 | 4% | 3% | 14%
COc1cccc(S(=O)(=O)N2CCN(c3nc(-c4cccs4)nc4ccccc34)CC2)c1 | nt | 0% | -7%
CCC(C(=O)NCCCN(CC)Cc1ccccc1)n1nc(C)c2sc3ccccc3c2c1=O (configuration not stated) | -10% | 0% | 0%
CN(Cc1ccccc1)C(=O)COC(=O)Cc1ccc(Cl)cc1 | nt | -3% | -5%
COCCN(CCOC)S(=O)(=O)c1ccc(C(=O)Nc2ccncc2)cc1 | -4% | nt | 0%
O=[N+]([O-])c1ccc(Cl)c(S(=O)(=O)n2ccnc2)c1 | -6% | -7% | 5%
Cc1ccc(SCC(=O)NCC2CCCO2)cc1 (configuration not stated) | 11% | 5% | -4%
Cc1ccnc(NS(=O)(=O)c2ccc(NC(=O)C(C)(C)C)cc2)n1 | -9% | 1% | -8%

The last 6 entries of the section above lead into the next.
SMILES | N370S GC | TDP1 inh | FEN1 inhibitor
CCC(C(=O)NCCCN(CC)Cc1ccccc1)n1nc(C)c2sc3ccccc3c2c1=O (configuration not stated) | -10% | 0% | 0%
CN(Cc1ccccc1)C(=O)COC(=O)Cc1ccc(Cl)cc1 | nt | -3% | -5%
COCCN(CCOC)S(=O)(=O)c1ccc(C(=O)Nc2ccncc2)cc1 | -4% | nt | 0%
O=[N+]([O-])c1ccc(Cl)c(S(=O)(=O)n2ccnc2)c1 | -6% | -7% | 5%
Cc1ccc(SCC(=O)NCC2CCCO2)cc1 (configuration not stated) | 11% | 5% | -4%
Cc1ccnc(NS(=O)(=O)c2ccc(NC(=O)C(C)(C)C)cc2)n1 | -9% | 1% | -8%
CCN(CC(=O)Nc1cc(Cl)ccc1C)C(=O)Cc1sc(C)nc1-c1ccc(F)cc1 | -4% | nt | -3%
Cc1nn(Cc2ccccc2Cl)c(C)c1NC(=O)c1nc2ncccn2n1 | 10% | 2%[56.1 µM] | 9%
O=c1c2ccccc2oc2nc3n(c(=O)c12)CCCS3 | 6% | 1% | 15%
O=C(CN1CCN(c2ccc(O)cc2)CC1)Nc1cc([N+](=O)[O-])ccc1Cl | -3% | 5% | -13%
COc1ccccc1CNC(=O)N1CCN(S(=O)(=O)c2ccccc2)CC1 | -2% | -18% | -2%
COc1ccccc1NC(=O)C1=C(C)NC(=O)NC1c1ccco1 (configuration not stated) | -7% | nt | -4%
COc1ccc(C(=O)N/N=C/c2cc3ccccc3[nH]c2=O)cc1 | -5% | 2% | -5%
Cc1ccc(/C=C2/SC(=S)N(c3ccc(S(=O)(=O)Nc4nccs4)cc3)C2=O)cc1 | -11% | nt | ?
COc1ccc(NC(=O)Cn2nnc(C(=O)NCc3cccs3)c2N)cc1OC | -20% | -1% | -16%
CCOC(=O)C(/C(N)=N/C(=O)Nc1ccccc1)=C(\C)O | 2% | 1% | 3%
Cc1ccc2[nH]c(=O)c3cc(C(=O)NCCc4ccc(Cl)cc4)sc3c2c1 | nt | 4% | 6%
CNC(=O)CSc1nnnn1-c1ccc2c(c1)OCCO2 | 7% | 7% | 2%
COC(=O)C(Cc1cnc(Cl)s1)(C(=O)OC)c1ccc([N+](=O)[O-])cc1 | 4% | 1% | -1%
Cc1occc1-c1nnc(SCC(=O)Nc2ccc(F)cc2)n1C | -23% | nt | 0%
O=C(C[C@@H]1C/C=C/CCCC(=O)O[C@H](c2ccccc2)CNC1=O)N[C@H](CO)Cc1ccccc1 | nt | 0% | 2%
CCC(C(=O)O)N1C(=O)c2ccccc2C1=O (configuration not stated) | 1% | -1% | 0%
CC(=O)c1ccc(NC(=O)c2sc3nc(N4CCOCC4)c4c(c3c2N)CCCC4)cc1 | 7% | 5% | 21%
CC1CCN(c2ccc([N+](=O)[O-])cc2C(=O)N2CCOCC2)CC1 | -7% | 2% | -4%
C[C@@H]1CC[C@]2(C(=O)O)CC[C@]3(C)C(=CCC4[C@@]5(C)CC[C@H](O)[C@@](C)(C(=O)O)C5CC[C@]43C)C2[C@]1(C)O (some centres not stated) | nt | -2% | -12%
Cc1cccc(CS(=O)(=O)c2ncc(CO)n2C)c1 | -13% | nt | 19%
CNC(C)C#Cc1ccc2sc3cccc(OC)c3c(=O)c2c1 (configuration not stated) | -2% | nt | ?
CCNc1nc(NCC)nc(N(C#N)CCOc2ccccc2)n1 | 11% | 5% | -18%
O=C(NC(=S)N1CCN(c2ccc(O)cc2)CC1)c1cccs1 | -6% | nt | 17%
CN(CC(=O)Nc1ccc(F)cc1)C(=O)c1ccc(OCc2ccccc2)cc1 | -6% | -6% | 4%

Only FEN1 inhibitor and N370S GC, for two of the compounds above:
Molecule | FEN1 inhibitor | N370S GC
CC(C)(C)c1[nH]nc2c1C(c1ccoc1)C(C#N)=C(N)O2 (configuration not stated) | 11% | 1%
Cc1cc(NC(=O)CSc2nnc(-c3cccnc3)n2N)no1 | 0% | 1%

Taken from above.
CC(C)Nc1nnc(SCC(=O)Nc2ccc(F)cc2)s1 in N370S GC: 0%
COc1ccccc1C1=Nn2c(COc3ccccc3)nnc2SC1 in N370S GC: 4%

(further entries)
SMILES | N370S GC | TDP1 inh | FEN1 inhibitor
O=C(NN1CCOCC1)c1ccc(Cl)cc1[N+](=O)[O-] | 1% | 2% | 16%
O=C(CCN1CCN(c2ccccc2)CC1)Nc1nccs1 | nt | -6% | -5%
N#CCOc1nc(N2CCCCC2)nc(N2CCCCC2)n1 | 16% | 6% | -16%
O=C(NC(=S)NCCSc1ccccc1)c1cccnc1 | 4% | -6% | 2%
